Screens: PubChem, The Scripps Research Institute Molecular Screening Center
MITF inh – MITF inhibitors, primary screen, biochemical, AlphaScreen, human. Microphthalmia-associated transcription factor (Homo sapiens), O75030. AlphaScreen MITF homodimerization, bead proximity signal. inhibition, % at 2.6 µM. actives 0.91% (n = 650,000). AID 1259374, 2018; in the data active means inhibition above about 50%;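 further: 0% = vehicle wells with protein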
FBW7 activator – FBW7 E3 ligase activators, primary screen, biochemical, AlphaScreen, human. F-box/WD repeat-containing protein 7 (Homo sapiens), Q969H0. AlphaScreen FBW7–phospho-cyclin E peptide binding, activator screen. normalized activity (activation), % at 26.1 µM. actives 0.13% (n = 650,000); in the data active means normalized activity above about 1.9%;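 further: purified mutant Fbw7 with reduced substrate affinity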
Target sequence (Q969H0 whole entry, looked up): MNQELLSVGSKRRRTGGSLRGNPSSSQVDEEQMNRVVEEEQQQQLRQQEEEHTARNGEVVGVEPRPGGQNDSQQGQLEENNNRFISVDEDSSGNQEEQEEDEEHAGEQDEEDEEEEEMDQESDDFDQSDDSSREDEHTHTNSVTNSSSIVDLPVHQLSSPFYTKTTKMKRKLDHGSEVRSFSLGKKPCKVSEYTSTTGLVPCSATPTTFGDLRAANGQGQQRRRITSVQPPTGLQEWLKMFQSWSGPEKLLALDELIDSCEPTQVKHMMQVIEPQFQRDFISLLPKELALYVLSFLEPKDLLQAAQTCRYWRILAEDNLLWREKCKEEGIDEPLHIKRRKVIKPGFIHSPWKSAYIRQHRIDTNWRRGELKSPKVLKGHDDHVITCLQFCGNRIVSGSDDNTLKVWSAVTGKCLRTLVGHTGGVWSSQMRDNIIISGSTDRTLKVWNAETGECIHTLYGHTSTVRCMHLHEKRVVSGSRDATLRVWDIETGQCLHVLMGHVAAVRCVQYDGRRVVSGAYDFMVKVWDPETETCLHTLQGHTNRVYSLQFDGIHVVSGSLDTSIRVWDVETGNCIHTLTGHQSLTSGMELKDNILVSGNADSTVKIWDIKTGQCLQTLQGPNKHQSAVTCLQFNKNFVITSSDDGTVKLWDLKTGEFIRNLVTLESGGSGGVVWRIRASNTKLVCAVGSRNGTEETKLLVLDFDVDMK
TEAD-YAP block – TEAD-YAP interaction inhibition, primary screen, TEAD-YAP interaction inhibitor project, luminescence, HEK-TIYL cells | TEAD-Gal4/YAP UAS-luciferase luminescence | inhibition, % at 9.12 µM | actives 1.4% (n = 640,000) | AID 1259422, 2018; in the data active means inhibition above about 32%;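 further: 0% = median of test compound wells and 100% = reference inhibitor wells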
GPR151 activ – activators of human GPR151, primary screen, cell-based, PathHunter beta-arrestin, luminescence | G-protein coupled receptor 151 (Homo sapiens), Q8TDV0 | PathHunter beta-arrestin GPR151 cells | activation, % at 11.2 µM | actives 1% (n = 650,000) | AID 1508602, 2020; in the data active means activation above about 4.9%;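 further: 0% = median of compound wells and 100% = cells with positive control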
An asterisk follows results filed as active; & = joins results of further samples. Rows are unselected. About 3.4% of those tested had a hit in this group.

structure,MITF inh,FBW7 activator,TEAD-YAP block,GPR151 activ
COc1ccc(C(=O)Nc2ncc(S(=O)(=O)c3ccc([N+](=O)[O-])cc3)s2)cc1OC,7,0.1,1,0.5
CCN1CCN(C2CCN(c3ccc(C(=O)NC(C)c4ccccc4)cc3)CC2)CC1 (configuration not stated),9,0.1,4,0.2
CCC(C)NP1(=O)C=C(c2ccccc2)OC(c2ccccc2)=C1 (configuration not stated),20,0.6,-5,2.0
N#CC1=C(N)OC2=C(C(=O)CCC2)C1c1ccc(Oc2ccc([N+](=O)[O-])cc2Cl)cc1 (configuration not stated),5,0.0,-3,-0.5
CCOC(=O)c1nnn(C(C)C(=O)Nc2ccc(C)cc2)c1C(=O)OCC (configuration not stated),-5,0.0,4,0.7
COCCN1C(=O)/C(=C2/C(=O)N(C)c3ccccc32)SC1=S,9,0.0,9,0.6
FC(F)(F)c1cccc(-n2cc(-c3ccccc3)c3c(N4CCCC4)ncnc32)c1,-2,0.1,4,1.8
Cc1ccc(-c2nc(N)sc2CC(=O)OCC(=O)NCc2ccco2)cc1,-3,0.1,0,0.0
COc1ccc(-c2nnc(SCC(=O)NCc3cccs3)nc2-c2ccc(OC)c(OC)c2)cc1OC,3,0.0,56*,2.9
COc1cc(NC(=O)CSc2nc3sc(C)c(C)c3c(=O)[nH]2)cc(OC)c1,-4,-0.1,-1,0.0
O=C(COc1ccc(Cl)cc1Cl)OCC(=O)c1cccc([N+](=O)[O-])c1,7,0.0,-2,3.6
OCCN(CCO)CC(O)COc1ccc(Cl)cc1Cl (configuration not stated),13,0.1,-10,-0.2
CCCOc1cc(C)c(S(=O)(=O)NC2CC(C)(C)NC(C)(C)C2)cc1C,1,-0.1,6,0.3
O=C(NCCCn1ccnc1)c1nn2c(c1Cl)NC(c1ccc(Cl)cc1)CC2C(F)(F)F (configuration not stated),28,0.1,16,3.0
Cc1cc(C(=O)Nc2cccc(Cl)c2)on1,-1,-0.1,-2,-0.3
CCOC(=O)Cn1c(=NC(=O)CC)sc2c(C)cc(C)cc21,1,0.1,-3,0.8
COc1ccc(CN2CCNC(=O)C2CC(=O)NCc2ccc(C)cc2)cc1OC (configuration not stated),-3,0.1,3,1.6
COc1ccc(OCC(O)CN(C(C)C)C(C)C)cc1 (configuration not stated),0,-0.1,-2,-0.8
O=S(=O)(/N=C(/Nc1nnc(C2CC2)s1)c1ccccc1)c1ccccc1,-8,0.0,-6,0.7
O=C(O)C(Cc1c[nH]c2ccccc12)NS(=O)(=O)c1ccc(Cl)cc1 (configuration not stated),0,0.1,4,-0.2
C#CCOC(=O)c1ccccc1C(=O)N(CC)CC,5,-0.2,5,0.4
CCOC(=O)C1(CCOC)CCN(CC(C)Cc2ccc3c(c2)OCO3)CC1 (configuration not stated),-10,0.2,-2,-0.3
O=C(Nc1cccc(-n2cnnn2)c1)C1CCCN(C2CCOCC2)C1 (configuration not stated),-12,0.0,-7,-0.3
CCNc1cccc(C(=O)NCCc2ccc(O)cc2)n1,6,-0.1,-1,-1.2
CCC(C)(C)c1sc(NC(C)=O)nc1C,-12,0.0,-1,2.4
COc1ccc(-n2c(=S)[nH]c3cc(C(=O)NCc4ccc(F)cc4)ccc3c2=O)cc1OC,-18,0.3,0,0.7
COc1cccc(CN2CCc3nc(-c4ccccn4)nc(N4CCCC4)c3C2)c1,12,-0.8,41*,0.2
CSc1nnc(C)c(=O)n1COC(=O)c1ccc(Br)cc1,14,0.2,21,-2.1
COc1cc(C=O)cc(Cl)c1OCc1ccc(C(=O)O)cc1,15,0.2,-9,-1.3
CC1CCN(C(=O)CCNC(=O)Cn2cnc3ccccc3c2=O)CC1,12,0.0,2,0.9
Cc1cnc(Nc2ccc3ncccc3c2)nc1NCCOc1ccccc1,-2,0.1,20,2.2
CCCCCCc1cc2cc(C(N)=O)c(=Nc3ccc(C(=O)OCC)cc3)oc2cc1O,1,0.4,-13,-0.5
O=C(NCCc1ccc(Cl)cc1)C(=O)c1c[nH]c2ccccc12,15,0.1,14,0.0
O=C(NCCN1CCOCC1)c1csc(Oc2ccccc2)n1,3,-0.1,0,2.0
Cc1ccc(NC(=O)CSc2nc(=O)n(CCCN(C)C)c3c2CCCC3)cc1F,8,0.0,4,1.8
COc1ccc(S(=O)(=O)N(CC(=O)NC2CCCCC2)c2ccc(C)cc2)cc1,-10,0.0,-2,2.0
CCC(C)/C(C)=N/NC(=O)c1ccc(C)cc1C (configuration not stated),8,-0.1,-37,1.3
Cc1ccc(C(=O)NC(C(=O)O)C23CC4CC(CC(C4)C2)C3)cc1 (configuration not stated),-8,-0.1,-2,-0.7
CC(C)n1c(NCCN2CCOCC2)nc2c(NCCc3ccc(O)cc3)ncnc21,2,0.1,3,1.8
CC12CCC(C(=O)N(CN3CCOCC3)C1=O)C2(C)C (configuration not stated),0,-0.1,-1,0.2
COc1ccc(NC(=O)CN2C(=O)COc3ccc(C)cc32)cc1OC,6,0.4,6,6.0*
NNC(=O)c1cccc(-n2ncc3cc(Nc4ccccc4F)ccc32)c1,3,0.2,-9,1.0
Cc1noc(/C=C\c2ccccc2OCC(N)=O)c1[N+](=O)[O-],28,0.3,6,-1.5
CSCCC(NS(=O)(=O)c1cccs1)C(=O)Nc1ccc(C)cc1Cl (configuration not stated),50,0.1,-8,1.6
Cc1nc2ccc(NC(=O)c3cc(C(C)(C)C)nn3C)cc2[nH]1,5,-0.3,1,-1.2
Cc1ccc(NC(=O)c2sc(-c3ccccc3)nc2C)cc1,1,0.1,5,-0.7
O=C(CCc1nnc(CCCCc2ccccc2)o1)NCc1ccc2nsnc2c1,-5,0.5,2,-1.0
O=C(CSc1nccc(-c2ccc3c(c2)OCO3)n1)N1CCOCC1,1,0.0,-27,-1.2
Cc1cccc(NC(=O)c2ccc(F)c(S(=O)(=O)NCc3cccs3)c2)c1,-5,0.0,5,1.4
C/C(=N\NC(=O)c1ccncc1)c1ccc(Cl)cc1,-6,-0.2,-5,-1.0

(listing goes on)
structure,MITF inh,FBW7 activator,TEAD-YAP block,GPR151 activ
CCOc1cc(/C=N/N=C2/NC(=O)CS2)ccc1OC(=O)c1ccc(OC)cc1,7,-0.1,-14,1.0
CCOC(=O)CNC(=O)N1CCOc2ccccc21,7,-0.1,0,-3.0
Cc1ccc(-c2nc3cccnc3s2)cc1NC(=O)c1ccccc1Cl,9,0.0,-9,-0.4
Cc1cccc(C(=O)N(Cc2ccc(C)o2)C2CCS(=O)(=O)C2)c1 (configuration not stated),14,0.6,5,2.4
CCOc1ccc(S(=O)(=O)NCCc2c(C)[nH]c3ccccc23)c2ccccc12,-7,0.0,-2,-0.4
Cc1cc(C)n(CC(C)C(=O)N2CCCC(n3nc(-c4ccco4)ccc3=O)C2)n1 (configuration not stated),0,0.0,-5,0.5
COCCCn1c(=O)[nH]c2nc(-c3cccc(C(N)=O)c3)cnc21,11,-0.4,-3,-0.2
Cc1ccc(NC(=S)N(Cc2ccc(Cl)cc2)CC2CCC(C(=O)O)CC2)cc1Cl (configuration not stated),-5,0.1,3,-0.4
CC(=O)Nc1cccc(NC(=O)COc2ccc3cc(Br)ccc3c2)c1,-6,-0.1,-12,0.2
CCCCCCSc1nsc(NC(=O)OC)n1,10,0.3,-18,2.4
Cc1ccc(S(=O)(=O)N2CCN(C(=O)Oc3ccccc3)CC2)cc1,-4,-0.1,2,2.2
O=C1CN2C(=N1)N(Cc1ccccc1Cl)c1ccccc12,1,0.1,4,-1.0
COCCn1c(=S)[nH]c2cc(C(=O)N3CC(C)CC(C)C3)ccc2c1=O (configuration not stated),2,0.5,13,-0.3
Cc1sc(-c2cnn(-c3ccccc3)c2N)nc1-c1ccccc1,3,-0.1,-14,-0.8
O=C(Cn1cnc2ccccc2c1=O)N1CCC(Cn2cccn2)CC1,0,0.0,5,0.2
O=C(CCN1C(=O)C2C3C=CC(C3)C2C1=O)Nc1ccncc1 (configuration not stated),-7,-0.1,-7,1.4
CCOC(=O)c1c(NC(=O)c2ccc(C)cc2)sc(C(=O)Nc2ccccc2OC)c1C,-2,-0.1,-5,0.1
CCOC(=O)c1ccc(NC(=O)c2noc3c2COc2ccccc2-3)cc1,-1,-0.1,5,1.9
COCc1ccc(CN2Cc3ccccc3OC(c3ccccc3OC)C2)o1 (configuration not stated),4,-0.2,5,0.5
CCN1C(=O)/C(=C/c2cccc(OC)c2)SC1=S,0,0.0,2,0.0
Cc1[nH]n(-c2ccccc2)c(=O)c1C1(C(F)(F)F)NC(=O)N(Cc2ccccc2)C1=O (configuration not stated),-4,-0.2,-5,-1.8
O=C(Nc1nc(-c2ccc3c(c2)CCN3C(=O)C2CC2)cs1)C1CCC1,-3,0.1,1,0.4
CCCCNC(=O)c1cccnc1SCC(=O)Nc1ccc(C(C)C)cc1,0,0.0,-16,1.9
COc1cccc2c1NC(c1ccccc1Br)C1CC=CC21 (configuration not stated),0,0.0,-7,1.6
CCC(Oc1ccc2c3c(c(=O)oc2c1)CCC3)C(=O)OCC(C)C (configuration not stated),-8,0.0,-3,1.0

Some of these compounds in order of heavy-atom count, ascending:
structure,MITF inh,FBW7 activator,TEAD-YAP block,GPR151 activ
COc1cccc2c1NC(c1ccccc1Br)C1CC=CC21 (configuration not stated),0,0.0,-7,1.6
COCCn1c(=S)[nH]c2cc(C(=O)N3CC(C)CC(C)C3)ccc2c1=O (configuration not stated),2,0.5,13,-0.3
NNC(=O)c1cccc(-n2ncc3cc(Nc4ccccc4F)ccc32)c1,3,0.2,-9,1.0
COCc1ccc(CN2Cc3ccccc3OC(c3ccccc3OC)C2)o1 (configuration not stated),4,-0.2,5,0.5
CC(C)n1c(NCCN2CCOCC2)nc2c(NCCc3ccc(O)cc3)ncnc21,2,0.1,3,1.8
CCCCCCc1cc2cc(C(N)=O)c(=Nc3ccc(C(=O)OCC)cc3)oc2cc1O,1,0.4,-13,-0.5

Next entries
structure,MITF inh,FBW7 activator,TEAD-YAP block,GPR151 activ
O=C1OC(/C=C/c2cccc(Cl)c2Cl)=NC/1=C/c1ccc2c(c1)OCO2,11,0.2,5,-0.2
CC(C)c1[nH]nc2c1C(Cc1ccccc1)C(C#N)=C(N)O2 (configuration not stated),10,0.4,2,0.1
CCc1ccc(NC(=O)c2coc(=O)c3ccccc23)cc1,-2,0.0,-29,-0.1
COc1ccc(NC(=O)Cn2c(=O)n(C(C)C)c3ncccc32)cn1,0,0.0,20,-1.0
O=C(Nc1nnc(CCc2ccccc2)s1)c1cccc([N+](=O)[O-])c1,-10,-0.2,5,-0.8
Cc1ccc2[nH]c(C(=O)O)c(C=O)c2c1,0,0.0,4,-0.1
Cc1nc2c(C(=O)N3CCCC3)c[nH]n2c(=O)c1Cc1ccc(F)cc1Cl,-6,0.5,2,0.3
c1ccc(CN2CCC(Nc3ccnc(NCc4ccc5c(c4)OCO5)n3)CC2)cc1,12,0.1,-11,-2.8
Cc1ccc(-c2noc(CCC(=O)N(C)C)n2)cc1,3,0.1,-28,-1.7
COCCN1C(=O)/C(=C/c2cn(CC(=O)O)c3ccccc23)C(=O)N(c2ccccc2)C1=O,5,0.1,2,-0.8
COc1ccccc1N1CCN(C(=O)/C=C/c2cccc([N+](=O)[O-])c2)CC1,-8,-0.2,5,-1.0
O=C(O)CCC(=O)Nc1ccc(OCC(O)Cn2cnc3ccccc32)cc1 (configuration not stated),24,0.1,2,1.1
CCN1C(=O)CSc2ccc(C(=O)NC3CCCCCCC3)cc21,4,-0.5,-11,-0.3
CCC(=O)N(CCC1CCOC(C)(C)C1)Cc1ccc(OC)cc1 (configuration not stated),6,0.1,5,-0.3
Cn1c(N)c(C#N)c2nc3ccccc3nc21,8,0.8,-2,1.0
COCCn1c(=S)[nH]c2cc(C(=O)NCCc3ccc(S(N)(=O)=O)cc3)ccc2c1=O,15,0.6,8,-1.5
CNC(=O)COC(=O)c1ccccc1OC,8,0.2,-1,-5.4
CS(=O)(=O)c1cccc(N2CCN(CC3CCCCC3)C2=O)c1,-3,0.0,0,-1.3
Cc1n[nH]c(C)c1CCN(C)Cc1cn(C)nc1-c1ccc2c(c1)OCCO2,3,0.1,-1,-1.3
Cc1ccc(NC(=O)c2[nH]ncc2[N+](=O)[O-])c(C)c1,19,0.3,-9,-5.7
CCCOCCOC(=O)C1=C(C)NC2=C(C(=O)CCC2)C1c1ccc(F)c(F)c1 (configuration not stated),-3&-2,0.7&0.3,17&7,0.1&-0.7
COc1ccccc1-c1nnc2sc(COc3ccc(C)cc3)nn12,10,0.0,8,3.6
CNS(=O)(=O)c1ccccc1C(=O)NNC1=NS(=O)(=O)c2ccccc21,7,0.1,10,-0.6
O=C(NCc1ccncc1)c1ccc(C#Cc2ccccc2)cc1,2,0.0,-3,-2.3
O=C(COc1ccc(Cl)cc1)Nc1ccc2nc3n(c(=O)c2c1)CCCC3,-14,-0.4,3,0.4
CCOC(=O)NNS(=O)(=O)c1cc(Br)ccc1Br,-4,-0.1,-9,3.8
